tim23-1 inh – growth inhibitors of tim23-1 mutant yeast, primary screen, luminescence, uHTS; S. cerevisiae tim23-1 growth, BacTiter-Glo luminescence, 24 h; inhibition, % at 20 µM; actives 1.3% (n = 330,000);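 active = growth inhibition of the mutant yeast at or above 50%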;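 note: temperature-sensitive mutant grown at 25 °C; plate controls were DMSO-treated mutant yeast for no effect and medium wells lacking yeast for full effect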
697 NFkB inh – inhibitors of PMA/ionomycin-induced NF-kB reporter, 697 cells, primary screen, B-cell NF-kB inhibitor project, cell-based, luminescence, uHTS; 697 B-cell NF-kB luciferase reporter, 16 h; inhibition, % at 4 µM; actives 0.33% (n = 330,000); AID 435022, 2010; in the data active = inhibition above about 35%
UPR XBP1 act – activators of adaptive XBP1 UPR arm, primary screen, cell-based, CHO-XBP1 luciferase reporter, luminescence, uHTS; activation, % at 20 µM; actives 0.33% (n = 330,000); IRE1-XBP1 UPR activation; percent of tunicamycin response, DMSO as zero;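 active = versus positive control, 20 µM dose yields 30% or more activation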;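 note: 100% = tunicamycin at 10 µg/mL and 0% = DMSO only wells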
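Material: CHO cell line with stable XBP1 luciferase reporter; schedule: 16-18 h cell attachment at 37 °C, then 6 h compound exposure; signal: glow luminescence from Steady-Glo reagent; medium: serum-containing F12 medium, 10% FBS; benchmarks: tunicamycin 10 µg/mL and vehicle-only wells; read-out: percent activation relative to tunicamycin reference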
APJ antagonist – antagonists of human apelin receptor APJ, primary screen, CHO-K1 cells, beta-arrestin complementation, luminescence | P35414 | inhibition, % at 20 µM | actives 0.32% (n = 330,000);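 active = inhibition above about 40% at 20 µM, limit read from the data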;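 note: cells challenged with 10 nM apelin-13 agonist together with compound; plate controls were apelin-13 plus DMSO wells for no effect and DMSO wells lacking apelin-13 for full effect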
Target sequence (P35414 whole entry, looked up): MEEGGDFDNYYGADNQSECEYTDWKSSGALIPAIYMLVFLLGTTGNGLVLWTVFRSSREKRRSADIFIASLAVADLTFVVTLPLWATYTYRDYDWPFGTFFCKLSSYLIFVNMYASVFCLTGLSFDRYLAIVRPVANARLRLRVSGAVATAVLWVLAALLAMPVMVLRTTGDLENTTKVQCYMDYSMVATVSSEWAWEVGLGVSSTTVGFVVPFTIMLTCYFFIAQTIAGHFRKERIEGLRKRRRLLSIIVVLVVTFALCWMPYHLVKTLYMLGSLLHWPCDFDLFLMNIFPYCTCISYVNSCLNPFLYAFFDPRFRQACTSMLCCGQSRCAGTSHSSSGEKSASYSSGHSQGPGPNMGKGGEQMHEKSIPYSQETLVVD
Jurkat NFkB inh – inhibitors of induced NF-kB luciferase reporter, primary screen, TCR NF-kB activation inhibitor project, cell-based, luminescence, uHTS. Jurkat, PMA/ionomycin-induced NF-kB luciferase reporter. inhibition, % at 4 µM. actives 0.53% (n = 330,000). AID 435003, 2010; in the data active = inhibition above about 50%
Mdm2-MdmX inh – inhibitors of human Mdm2-MdmX association, primary screen, cell-based, luminescence, split luciferase, SaOS-2, uHTS | Protein Mdm4 (Homo sapiens) + E3 ubiquitin-protein ligase Mdm2 (Homo sapiens), … | SaOS-2 split-luciferase Mdm2/MdmX complementation | inhibition, % at 8 µM | actives 3% (n = 330,000) | AID 485346, 2010;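 active = inhibition of at least 50% at 8 µM in the primary screen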
UPR CHOP act – activators of apoptotic CHOP UPR arm, primary screen, cell-based, CHO-CHOP luciferase reporter, luminescence, uHTS; activation, % at 10 µM; actives 0.34% (n = 330,000); UPR activation; percent of tunicamycin response over DMSO baseline;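 active = at 10 µM dose, activation of 40% or more, normalized to positive control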;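 note: 100% = tunicamycin at 10 µg/mL and 0% = DMSO alone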
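System: CHO-CHOP luciferase reporter cell line; amount: 500 cells/well; buffer or medium: F12 medium containing 10% fetal bovine serum; incubation: 6 h compound exposure at 37 °C after overnight seeding; measured by: luciferase luminescence after 10 min with Steady-Glo reagent; evaluation: % reporter activation, DMSO baseline versus tunicamycin full activation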
APJ ag – agonists of human apelin receptor APJ, primary screen, CHO-K1 cells, PathHunter beta-arrestin, luminescence. P35414. 0% DMSO wells, 100% apelin. activation, % at 20 µM. actives 0.11% (n = 330,000). AID 2520, 2010;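 active = activation more than six SD over the plate average, tested at 20 µM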;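 note: 0% = DMSO alone and 100% = apelin-13 at 10 nM; some results filed as inactive read as strong as hits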
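Test system: CHO-K1 APJ beta-arrestin complementation cell line. Amount: cell density 1000 per well. Controls: DMSO negative, 10 nM Apelin-13 positive. Signal: luminescent beta-gal fragment complementation, chemiluminescent substrate. Read-out basis: agonist-driven arrestin binding to APJ. Timing: compound stimulation 90 min at 25 °C, detection 60 min.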
An asterisk follows results filed as active.

SMILES	tim23-1 inh	697 NFkB inh	UPR XBP1 act	APJ antagonist	Jurkat NFkB inh	Mdm2-MdmX inh	UPR CHOP act	APJ ag
Oc1ccc(Br)cc1/C=N/N1CCN(Cc2cccc3ccccc23)CC1	4	4	0	5	-13	15	1.2	-3
CCOC(=O)CSc1nnc(CSc2nc3sc4c(c3c(=O)[nH]2)CCCC4)n1-c1ccccc1	27	3	2	13	3	31	0.3	6
N#C/C=C1\n2c(nc3ccccc32)OC12CCCCC2	19	-28	4	17	-3	16	-0.8	-2
CN(CC(=O)Nc1ccc(Cl)cc1)CC(=O)Nc1ccc(C(N)=O)cc1	-12	13	1	4	19	9	0.0	-4
COc1cc(C(=O)Nc2nc(C)cc(C)n2)cc(OC)c1OC	12	16	-1	1	2	5	0.7	1
CC1CCCN(CCOCCOc2ccc(Cl)cc2Br)C1 (configuration not stated)	-6	-20	-2	34	-7	33	-1.0	-4
COc1cc2c(cc1OC)C(C)N(C(=O)c1cccs1)CC2 (configuration not stated)	17	-13	4	-19	3	29	0.3	-3
COc1ccccc1/C=C1\C(=O)Nc2ccccc21	62*	-6	2	6	1	29	1.9	-4
COc1ccc(/C=N/NC(=O)CC2N=C(Cc3ccccc3)NNC2=O)cc1OC (configuration not stated)	9	11	-2	13	-13	8	0.3	0
Clc1ccc(CN(CC2CCCO2)C(c2cccs2)c2nnnn2C2CCCC2)cc1 (configuration not stated)	29	13	-1	15	0	27	9.4	-1
O=C(O)C1=C(OCc2ccccc2)C(=O)NCC1	9	0	0	4	12	4	0.1	-3
COc1cccc(/C=C/C(=O)NNC(=O)c2ccncc2)c1OC	-20	4	0	10	-17	14	-1.0	-1
Cc1c(CCC(=O)NC2CC2)c(=O)oc2c(C)c(O)ccc12	-4	12	5	14	-22	-26	2.6	-3
COc1ccc(NC(=O)COC(=O)C(NC(=O)c2ccc(C)cc2)C(C)C)cn1 (configuration not stated)	0	-2	0	2	7	13	-0.3	-1
Cc1nnc(N/N=C/c2c(Cl)cccc2Cl)n1N	21	5	0	-3	-7	7	-0.7	-1
CCN(c1ccc(OC)cc1)S(=O)(=O)c1nnc(NC(=O)COc2ccc(C)cc2)s1	-10	-17	-3	8	8	0	-1.2	3
CCn1c(CCNC(=O)c2cccs2)n[nH]c1=S	4	-5	0	-2	4	-5	2.3	-2
Cc1ccc(C)c(C(=O)Cn2ncc(Cl)c(Cl)c2=O)c1	43	-10	-1	10	11	97*	87*	-1
Cc1ccc(N(Cc2cc3ccc(C)cc3[nH]c2=O)C(=O)c2ccco2)c(C)c1	7	6	0	-1	-7	-2	-0.3	1
Cc1cc(C(=O)Nc2ccc3c(c2)OCO3)no1	11	-47	-3	-2	-54	-40	2.0	-1
COc1ccc(/C=C/c2ccccc2)cc1[C@H]1[C@H]2C=CC[C@@H](C)[C@@H]2C(=O)N1Cc1ccccc1	32	65*	2	18	20	50	4.1	-3
OCCNc1nc2ccccc2n1CCN1CCCCC1	14	12	3	3	5	19	-1.6	-1
COC(CNC(=O)CNC(=S)N(CCCN1CCOCC1)Cc1cccs1)OC	-9	2	4	-3	-11	9	-0.4	-2
NC(=O)CCn1ccc2ccccc21	-5	14	0	-17	6	0	0.0	1
NC(=O)N=Nc1c2[nH]c3ccccc3nc-2c2ccccc12	56*	11	6	5	-33	82*	2.4	4

Limited to 697 NFkB inh, APJ antagonist and UPR XBP1 act, for 6 of the compounds above:
SMILES	697 NFkB inh	APJ antagonist	UPR XBP1 act
CCn1c(CCNC(=O)c2cccs2)n[nH]c1=S	-5	-2	0
COc1cccc(/C=C/C(=O)NNC(=O)c2ccncc2)c1OC	4	10	0
NC(=O)N=Nc1c2[nH]c3ccccc3nc-2c2ccccc12	11	5	6
CCN(c1ccc(OC)cc1)S(=O)(=O)c1nnc(NC(=O)COc2ccc(C)cc2)s1	-17	8	-3
Oc1ccc(Br)cc1/C=N/N1CCN(Cc2cccc3ccccc23)CC1	4	5	0
Clc1ccc(CN(CC2CCCO2)C(c2cccs2)c2nnnn2C2CCCC2)cc1 (configuration not stated)	13	15	-1

Later entries
SMILES	tim23-1 inh	697 NFkB inh	UPR XBP1 act	APJ antagonist	Jurkat NFkB inh	Mdm2-MdmX inh	UPR CHOP act	APJ ag
Cc1nc(N2CCOCC2)[nH]c(=O)c1C	14	-8	-2	-4	-11	-27	1.9	-1
COc1ccc(NS(=O)(=O)c2cccc3cccnc23)cc1OC	10	5	0	-41	-2	13	-0.9	-2
Cc1ccc2nsnc2c1NC(=O)c1ccc([N+](=O)[O-])o1	28	4	-3	-55	22	37	3.2	3
Cc1ccc(C)c(N2CCN(C(=O)c3cc4sccc4n3C)CC2)c1	43	-4	-2	5	6	32	1.1	-4
O=C(CCNS(=O)(=O)c1ccc(F)c(Cl)c1)NCc1ccccc1F	7	-16	1	-14	-117	-2	0.0	-1
O=C(Nc1ccc(OCC(=O)N2CCN(S(=O)(=O)c3ccccc3)CC2)cc1)c1ccco1	3	-1	-1	2	-5	17	1.3	-1
COc1ccc(OC)c(C2/C(=C(\O)c3ccc(OC)c(Cl)c3)C(=O)C(=O)N2CCN(C)C)c1 (configuration not stated)	-4	20	0	21	4	8	-0.4	2
Cc1cc(C)n2nc(C(=O)OCC(=O)N(CC(C)C)CC(C)C)nc2n1	-4	19	-6	-17	-2	8	0.3	-3
N/C(CCCN1CCCCC1)=N/O	8	-6	0	0	4	-31	2.8	-1
O=C(NCc1cccnc1)C(C(=O)c1ccc(F)cc1)n1ccccc1=O (configuration not stated)	-11	21	-1	6	8	33	-2.6	-2
O=C(NC(=S)NNS(=O)(=O)c1ccccc1)c1ccccc1[N+](=O)[O-]	26	-4	1	3	3	15	-2.7	4
COc1cccc(OCCn2cc(C(=O)c3ccco3)c3ccccc32)c1	33	-24	6	-21	-23	-12	2.9	6
O=C(NCc1ccc(Cl)s1)C1CCC(=O)N(CCc2ccccn2)C1 (configuration not stated)	-1	-2	2	12	2	-19	0.5	-2
O=C(Cn1nnc2ccccc21)NC1CCCCC1	19	7	0	5	-21	-29	0.6	1
Cc1ccc(C)c(NC(=S)N2CCCC2)c1	-10	-10	-5	-4	-2	28	1.7	3
COc1nccc(C(F)(F)F)c1C(=O)NC(=O)Nc1ccccc1	13	0	-4	11	5	8	-1.0	-1
O=C(Cn1nc(C(=O)O)c2ccccc2c1=O)Nc1ccc(Cl)c(S(=O)(=O)N2CCOCC2)c1	-3	-4	-2	10	4	21	-0.2	-3
CN(CC(=O)Nc1ccc(Cl)c(C(F)(F)F)c1)C(=O)c1cccs1	23	15	3	3	-8	29	0.0	7
COCC1CCN(C(=O)c2cc(COc3ccc(OC)c4ccccc34)on2)C1 (configuration not stated)	10	-110	0	-53	-100	-64	7.2	14
Cc1cc(OCC(=O)N(Cc2ccco2)c2c(N)n(Cc3ccccc3)c(=O)[nH]c2=O)ccc1Cl	16	6	-1	1	21	13	2.4	-3
O=C(CN1C(=O)c2ccccc2C1=O)Nc1ccc(S(=O)(=O)NCC2CCCO2)cc1 (configuration not stated)	8	19	2	-3	18	14	-4.1	-4
OCC[C@@H]1C[C@H](O)[C@@H](O)[C@@]2(OCc3ccccc32)O1	6	14	-2	4	11	6	1.5	6
COc1ccc2[nH]c(=O)c(C(=O)O)cc2c1	-5	3	-1	-10	7	29	-1.0	-2
O=C(NCC(=O)N(Cc1ccccc1)C(C(=O)NC1CCCC1)c1ccco1)c1ccco1 (configuration not stated)	15	10	-1	12	-10	10	2.0	2
COc1ccc(NC2CCCN(C(=O)c3cccc(C)n3)C2)cc1OC (configuration not stated)	7	-46	-7	-9	-11	-24	2.5	5

3 entries already listed, sorted by the value under Mdm2-MdmX inh, lowest first.
SMILES,Mdm2-MdmX inh
OCC[C@@H]1C[C@H](O)[C@@H](O)[C@@]2(OCc3ccccc32)O1,6
O=C(Nc1ccc(OCC(=O)N2CCN(S(=O)(=O)c3ccccc3)CC2)cc1)c1ccco1,17
CN(CC(=O)Nc1ccc(Cl)c(C(F)(F)F)c1)C(=O)c1cccs1,29

(list continues)
SMILES	tim23-1 inh	697 NFkB inh	UPR XBP1 act	APJ antagonist	Jurkat NFkB inh	Mdm2-MdmX inh	UPR CHOP act	APJ ag
Cc1ccc(S(=O)(=O)N2CCOCC2)cc1C(=O)NC1CCCCCC1	13	2	-8	11	10	12	-1.1	9
Cc1cc(N2C(=O)Cc3ccccc3C2=O)ccc1C(C)C	16	-23	0	5	-11	12	-0.1	-3
CCOc1ccccc1-n1c(SCC(=O)NC(C)CC)nnc1-c1ccoc1C (configuration not stated)	26	18	-2	8	6	17	-0.4	2
Cn1c(=O)c(C(=S)NC(=O)C2CC2)c(N)n(Cc2ccccc2)c1=O	2	3	1	42*	3	35	-0.2	-13
NS(=O)(=O)c1cccc(NC(=O)COC(=O)Cc2ccc(Cl)cc2)c1	0	14	-5	2	0	26	-1.6	0
Cc1cnc(CNC(=O)c2ccc3oc(Cc4ccc(Cl)cc4)nc3c2)cn1	5	-44	-1	-28	-11	-16	1.3	-6
CN(Cc1ccc2c(c1)OCCO2)C(=O)CSc1ncnc2sccc12	45	6	-3	-1	6	17	-0.1	-5
O=C(O)COc1ccccc1C(Nc1cccnc1)c1cc(Cl)c2cccnc2c1O (configuration not stated)	10	16	-2	-8	9	-15	-1.6	-3
CCc1ccccc1NC(=O)CSc1nnc(-c2ccco2)n1N	7	5	-2	-5	0	-14	-0.7	-4
COc1ccccc1CCNC(=O)C(=O)NCC1OCCN1S(=O)(=O)c1ccc(F)cc1 (configuration not stated)	10	1	-5	-14	-5	19	-1.7	-6
CC12CCCCC1c1ccccc1C(=NCC(=O)O)N2 (configuration not stated)	9	13	2	15	-3	14	0.8	-2
O=C(Cn1cc([N+](=O)[O-])cn1)NCCc1nc2ccccc2[nH]1	-6	6	1	-21	5	-19	-0.7	-8
CCC1=NN2C(=N)/C(=C\c3ccc(OCCOc4ccccc4OC)cc3)C(=O)N=C2S1	14	-13	-3	4	-5	0	1.4	-1
COc1cc(OC)cc(OCC(O)Cn2ccnc2)c1 (configuration not stated)	14	8	2	21	-13	-10	1.4	-3
O=C(NN=C1CCCC1)c1ccc(Cl)cc1	13	-24	-3	-1	-6	1	-1.0	-2
O=C(Nc1ccc(F)cc1)c1cc(S(=O)(=O)N2CCCCC2)ccc1F	17	-2	-4	7	3	23	-0.6	0
NC(=O)CCS(=O)(=O)c1ccccc1	-6	10	0	9	-5	17	-1.0	-5
O=C(c1ccccc1)n1ccc(-c2cccs2)n1	8	-5	2	-22	-15	-13	1.2	-4
C/C(CC(=O)Nc1ccccn1)=N\NC(=O)c1ccccc1	-3	0	1	13	-3	-25	0.8	-1
COc1cccc2cc(C(=O)Oc3ccccc3)c(=O)oc12	10	-8	-3	17	3	0	0.7	-1
COc1ccc(CNC(=O)C2CCC(CNS(=O)(=O)c3ccccc3)CC2)cc1 (configuration not stated)	2	14	-1	14	11	20	1.1	-2
CCOC(=O)CNC(=S)N(Cc1cccs1)C1CCCCC1	19	-18	-1	21	-5	2	-1.2	-2
COc1ccc(NC(=O)C(=O)NCC(=O)Nc2cccc(C(F)(F)F)c2)cc1	-14	21	1	5	7	12	-0.5	-1
Brc1cccc(Nc2nc(-c3cccnc3)cs2)c1	50	-65	3	-23	-77	1	6.2	-2
